GAA glycogen mod = alters human alpha-glucosidase cleavage of glycogen; AID 2100; recombinant GAA, glycogen substrate, Amplex Red glucose oxidase fluorescence; 0.38% of 300,000 active; Potency, µM (titrated, usually from 76.4 µM), inactives show at the top dose activity change, negative = inhibition, hits mostly inhibitors;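 also: 0% = full enzyme reaction and -100% = no-enzyme basal signal; the screen sought inhibitors and activators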
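Natural-substrate format: glycogen cleavage by 4 nM human enzyme, glucose read by Amplex Red coupling (Ex 573, Em 610 nm). Normalized to enzyme and no-enzyme controls.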
RECQ1 helicase = RECQ1 (human) helicase inhibition | Potency, µM (series often up to 57.3 µM), without a hit: at the top dose activity, negative = inhibition, actives largely listed as inhibitors | P46063 | RECQ1 DNA unwinding, red fluorescence kinetic read | 0.54% of 240,000 active;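 also: plate controls were vehicle for no effect and no enzyme for full effect; nearly all actives have a fitted effect of over 30% in size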
Target sequence (P46063 whole entry, looked up): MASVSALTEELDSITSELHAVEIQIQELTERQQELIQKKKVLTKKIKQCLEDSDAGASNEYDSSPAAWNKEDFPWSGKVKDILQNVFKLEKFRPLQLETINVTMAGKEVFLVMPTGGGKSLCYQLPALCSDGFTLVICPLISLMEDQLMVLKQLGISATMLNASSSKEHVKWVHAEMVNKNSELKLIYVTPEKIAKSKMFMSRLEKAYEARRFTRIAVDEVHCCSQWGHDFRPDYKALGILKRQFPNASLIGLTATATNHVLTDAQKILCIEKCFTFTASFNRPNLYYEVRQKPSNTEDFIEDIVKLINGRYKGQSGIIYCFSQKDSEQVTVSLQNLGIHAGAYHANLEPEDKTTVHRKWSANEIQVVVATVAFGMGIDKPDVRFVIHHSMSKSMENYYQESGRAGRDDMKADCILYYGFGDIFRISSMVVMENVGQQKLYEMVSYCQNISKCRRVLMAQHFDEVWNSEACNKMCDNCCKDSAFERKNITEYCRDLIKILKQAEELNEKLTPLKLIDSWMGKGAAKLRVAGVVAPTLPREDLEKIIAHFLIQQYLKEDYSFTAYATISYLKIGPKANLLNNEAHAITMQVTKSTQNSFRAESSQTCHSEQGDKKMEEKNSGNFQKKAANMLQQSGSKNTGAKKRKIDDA
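50 nM RECQ1T1 preincubated 15 min with compound in Tris pH 8.0 buffer with MgCl2, DTT, Tween-20 and 2.5 ug/ml poly(dI-dC); started with 200 nM TAMRA/BHQ-2 forked duplex and 2 mM ATP. Unwinding read as fluorescence (525/598 nm), two reads 2 h apart.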
GAA spleen mod = lysosomal alpha-glucosidase (human) modulation; human spleen homogenate, 4-MU-alpha-glucoside fluorescence; P10253; Potency, µM (doses to about 79.9 µM), for the others: at the highest dose activity change, negative = inhibition, most hits filed as inhibitors; 0.006% of 240,000 active; AID 2112;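 also: 0% = enzyme with vehicle and -100% = no enzyme basal signal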
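Human spleen homogenate (1 ug) incubated with compounds and 1 mM 4-methylumbelliferyl-alpha-D-glucopyranoside in pH 5.0 citrate/phosphate buffer, 37 C, 40 min. Stopped at pH 10; 4-MU fluorescence (Ex 365/Em 440 nm); AC50 by Hill fit.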
TexasRed fluor = alters Texas Red total fluorescence, flagging assay interference; Potency, µM (highest dose often 106 µM), for the others: at the highest dose fluorescence change, negative = quenching; TRb/SRC2 Texas Red total fluorescence interference; 0.29% of 280,000 active; active = well fitted curve in either direction with a large enough effect; inconclusive = small, poorly fitted or top-dose-only effect
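Flags fluorescent or light-absorbing compounds by total fluorescence, S + 2P, at 555 nm excitation and 632 nm emission. Mixture: 20 nM Texas Red SRC2 peptide, 0.6 uM human TRb LBD, 1 uM T3, 5% DMSO; compound exposure 5 h at ambient temperature.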
TRb-SRC2 inh = disrupts binding of human TR beta to SRC2 | P10828 | TRbeta-SRC2 peptide binding, fluorescence polarization; receptor liganded with 1 µM T3 | Potency, µM (titrated, usually from 106 µM), inactives show top-dose activity change, negative = inhibition, most hits filed as inhibitors | 0.065% of 280,000 active;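 also: plate controls were bound peptide for no effect and peptide without receptor for full effect; nearly all actives have a fitted effect of over 50% in size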
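Binding of a 20-amino-acid Texas Red SRC2 peptide (20 nM) to TRb ligand-binding domain (0.6 uM) with agonist T3 at 1 uM was followed by fluorescence polarization after a 5 hr room-temperature incubation.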
RGS12 GoLoco inh = RGS12 GoLoco-Gai1 interaction inhibition; 0.44% of 230,000 active; Potency, µM (doses to about 61.6 µM), for inactives: at the top dose activity, negative = inhibition, most hits filed as inhibitors; Gai1:RGS12 GoLoco peptide FP, rhodamine, 10 min; active = well fitted inhibition curve with a large enough effect, not every such curve was filed as active; inactive = no such curve, though single readings can be large or run the other way; also: nearly all actives have a fitted effect of over 30% in size; many of its hits are not listed in these tables
Target sequence (P63096 whole entry, looked up): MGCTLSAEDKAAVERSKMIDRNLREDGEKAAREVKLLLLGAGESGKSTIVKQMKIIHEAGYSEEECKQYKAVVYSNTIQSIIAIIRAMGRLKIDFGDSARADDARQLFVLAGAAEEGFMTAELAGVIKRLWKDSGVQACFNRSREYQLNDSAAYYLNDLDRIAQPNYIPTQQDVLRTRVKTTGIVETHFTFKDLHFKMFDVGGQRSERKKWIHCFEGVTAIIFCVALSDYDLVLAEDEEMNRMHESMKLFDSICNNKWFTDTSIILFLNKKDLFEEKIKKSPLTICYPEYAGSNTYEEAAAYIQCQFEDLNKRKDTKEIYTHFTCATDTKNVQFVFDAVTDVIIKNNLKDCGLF
GAA inhib = alpha-glucosidase (human) inhibition; purified human GAA, 4-MU-alpha-glucoside fluorescence; 0.005% of 200,000 active; P10253; AID 1466; Potency, µM (doses to about 76.9 µM), for inactives: top-dose activity change, negative = inhibition, usual class: inhibitors;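 also: plate controls were uninhibited enzyme wells for no effect and no-enzyme background for full effect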
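qHTS format, compound range up to 77 uM. Human lysosomal enzyme at 4 nM, 400 uM 4-MU glucoside substrate, pH 5.0, 20 min room temperature; fluorescence after alkaline stop gives activity normalized to controls.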
L3MBTL1 inh = blocks human L3MBTL1; 0.66% of 230,000 active; Potency, µM (titrated, usually from 57.1 µM), for the others: at the highest dose activity, negative = inhibition, most hits filed as inhibitors; AlphaScreen L3MBTL1–H3K9me1 peptide binding; AID 485360; Q9Y468; also: nearly all actives have a fitted effect of over 60% in size
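First, the protein-peptide complex forms for 30 min at room temperature (L3MBTL1 50 nM, biotinylated H3K9me1 peptide 75 nM). Next, compounds are pin-transferred and incubated 30 min. Finally, AlphaScreen beads are added and read after 30 min.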
* marks the source's active call; other numbers are inactive results; i = inactive; ? = inconclusive; . = not tested or not shown; & = joins results of further samples; [ ] = remark or other dose. Unless noted, calls follow the shape of the dose curve; as a rule, active = well fitted curve in the direction sought with a large enough effect; inconclusive = small, poorly fitted or top-dose-only effect, or another doubt; inactive = no such curve, though single readings can be large; an effect the other way counts as inactive or inconclusive. Unless noted, % is scaled to controls: 0 for no effect and ±100 for the full control effect; potency is read from the fitted curve at half-maximal effect. Not all compounds are listed; count on the stated rates, not on these rows.

no.	molecule	GAA glycogen mod	RECQ1 helicase	GAA spleen mod	TexasRed fluor	TRb-SRC2 inh	RGS12 GoLoco inh	GAA inhib	L3MBTL1 inh
1	CCn1cc(C(=O)NCc2cccnc2)c2cc(OC)c(OC)cc2c1=O	1%	-8%	-6%	-7%	0%	7%	-15%	-2%
2	O=C(NCc1ccncc1)Nc1ccccc1F	6%	24%	-2%	-1%	1%	6%	-5%	5%
3	O=C(NCCCCNC(=O)c1ccco1)c1ccco1	3%	i	1%	-4%	-2%	-7%	-1%	8%
4	CC1(C)CC(c2nc(-c3ccc(Br)cc3)cs2)CCS1 (centres undefined)	-5%	1%	-25%	-14%	8%	0%	-5%	31%[activator]
5	COc1cc(-c2cc(=O)c3c(O)c(OC)c(OC)c(OC)c3o2)cc(OC)c1OC	13%	-12%	-2%&-2%	-4%&0%	1%&7%	6%&3%	.	.
6	CN(Cc1ccccc1)C(=O)CCNS(=O)(=O)c1ccc2c(c1)oc(=O)n2C	2%	35µM*	-18%	-1%	-8%	13%	11%	-24%
7	CCN(CC)CCNC(=O)Cn1nc(Cc2ccccc2)c2ccccc2c1=O	8%	i	4%	1%	-4%	-2%	-10%	1%
8	Cc1csc(NC(=O)CCn2c(=O)sc3ccccc32)n1	-2%	3%	3%	-1%	-1%	-2%	-14%	.
9	C=CCn1c(-c2cccn(Cc3ccc(Cl)cc3)c2=O)n[nH]c1=S	-16%	-1%	-7%	-4%	2%	5%	-4%	5%
10	C=CCC(NCc1ccco1)c1ccc(OC)cc1 (centres undefined)	3%	0%	-15%	-2%	-11%	4%	1%	-2%
11	CCCCNc1nnc(CCn2nc(C)c(Br)c2C)s1	2%	-3%	-3%	-9%	-3%	5%	8%	18%
12	Cc1c(NC2=NC3(CCCCC3)Cc3ccccc32)c(=O)n(C)n1-c1ccccc1	1%	-1%	-8%	-4%	2%	12%	-4%	7%
13	CCc1ccc(-c2nc(CSCC(=O)N3CCN(c4ncccn4)CC3)c(C)o2)cc1	-8%	-6%	15%	0%	6%	8%	-11%[15.4 µM]	-3%
14	CC1(C)OC2OC(C(=O)N/N=C/c3ccccc3F)C3OC(C)(C)OC3C2O1 (centres undefined)	3%	6%	-7%	-2%	-2%	7%	9%[15.4 µM]	-5%
15	O=C1N/C(=N/N=C/c2ccc(O)cc2)SC1Cc1ccccc1 (centres undefined)	5%	-4%	-5%	-6%	-7%	28%	-9%	-9%
16	CN(CCOC(=O)c1ccc2c(c1)OCCO2)Cc1ccccc1	5%	i	-7%	0%	3%	-1%	-2%	4%
17	O=C(Oc1ccccc1OC(=O)N1CCOCC1)N1CCOCC1	-5%	-4%	-4%	0%	11%	-13%	0%	-10%
18	O=C(CSc1ncccc1-c1nc2ccccc2[nH]1)N1CCc2ccccc21	-1%	i	-6%	-1%	-6%	20%	1%	-6%
19	CC(C)CCNC(=S)NC1CCCC1	4%	-8%	-14%	-1%	-1%	-3%	-2%	1%
20	COc1cc(C)nc(OCCNC(=O)COc2ccc(Cl)cc2Cl)n1	0%	i	0%	0%	-24%	-2%	-6%	.
21	COc1ccc([C@@H]2CC(=O)c3c(O)cc(O[C@@H]4O[C@H](CO)[C@@H](O)[C@H](O)[C@H]4OC4O[C@@H](C)[C@H](O)[C@@H](O)[C@H]4O)cc3O2)cc1O (some centres undefined)	.	-4%	8%	-4%	1%	.	.	.
22	Cc1cccc(NC(=O)CCSc2ccccn2)c1	-8%	4%	3%	-1%	-6%	4%	-8%	-10%
23	Cc1onc(-c2c(Cl)cccc2Cl)c1C(=O)c1c[nH]c(C(=O)NC2CC2)c1	-2%	-3%	-18%	-2%	-15%	-2%	-6%	-4%
24	COc1ccc(Nc2nnc(SC(C(=O)Nc3cc(C)ccc3C)c3ccccc3)s2)cc1 (centres undefined)	-11%	-3%	5%	-1%	-2%	2%	?	-2%
25	COc1ccccc1Nc1nc(NCCC(C)C)nc(N)c1[N+](=O)[O-]	0%	3%	2%	-1%	6%	-1%	-7%[15.4 µM]	-3%
26	C/C(=N\NC(=O)COc1ccccc1F)c1cc2ccccc2o1	-1%	i	-3%	-1%	6%	1%	-5%	2%
27	Nc1nc(CSc2ncccn2)nc(Nc2ccccc2)n1	8%	5%	-2%	-1%	3%	7%	-9%	.
28	C=CCN1c2ccccc2[C@]23C[C@@H](C(=O)OC)N(C(=O)NCCC)C2=NC(C(=O)OC)=C(C(=O)OC)[C@H]13	-1%	i	-2%	-1%	-3%	4%	.	.
29	CC(=O)c1ccc(N=Nc2ccc(C)cc2)cc1	-2%	i	1%	-2%	-2%	-1%	4%	.
30	C=CCN(c1ccc(C(=O)N2CCCC2)cc1)S(C)(=O)=O	7%	-9%	0%	1%	-16%	0%	-2%	5%
31	c1ccc(CNc2ncnc3sc4c(c23)CCCC4)nc1	-4%	-1%	0%	-2%	-1%	-8%	-8%	.
32	O=C(Nc1ccc2c(c1)OCCO2)c1ccc(NC(=O)C2CCCO2)cc1 (centres undefined)	-4%	i	-10%	0%	2%	3%	-8%	8%
33	CCOc1ccc(NC(=O)Nc2cccc(C(=O)O)c2)cc1	-3%	i	-5%	-1%	5%	10%	7%	.
34	O=C(NCCc1ccccc1)C(=O)Nc1nccs1	-3%	-2%	-11%	-6%	10%	9%	-1%	?
35	O=C(OCC(F)(F)F)c1cccc(COc2ccc3ccccc3c2)c1	-1%	-20%	2%	1%	-6%	8%	?	.
36	Cc1ccc(N=C2NC(=O)/C(=C/c3cccnc3)S2)c(C)c1	5%	?	-4%	-3%	-13%	8%	.	-7%
37	O=[N+]([O-])c1ccc2oc(-c3ccccc3)nc2c1	3%	-1%	7%	-2%	-10%	-2%	-5%	21%
38	Cc1cn([C@H]2C=C[C@@H](CO)O2)c(=O)[nH]c1=O	-1%&5%	-7%&-10%&-3%&-15%&7%	7%&-5%&-2%&-1%&8%&-6%	1%	-4%	-1%&-5%&-2%&-3%&15%&2%	-7%&-3%[15.4 µM]	10%&1%
39	O=C(CCN1C(=O)/C(=C/C=C/c2ccccc2)SC1=S)Nc1nccs1	5%	-1%	-3%	1%	2%	46%[activator]	-15%	-2%
40	O=C(O)c1ccc2c(c1)C(=O)N(c1cc(C(=O)O)ccc1Br)C2=O	1%	13%	-5%	-5%	-4%	4%	-3%	-3%
41	O=[N+]([O-])c1ccc(-c2c(O)c3ccccc3c3nc4ccccc4nc23)cc1	2%	25µM*	-3%	4%	-7%	14%	0%	.
42	O=C(N/N=C/c1ccccn1)C(=O)N1CCCCCC1	-1%	-5%	3%	-4%	0%	6%	.	13%
43	Cc1c(NC(=O)c2cn3ccccc3n2)cccc1-n1cnnn1	5%	i	11%	1%	6%	-1%	2%	-1%
44	Cc1ccc(-n2ncc3c(N4CCN(c5ccccc5)CC4)ncnc32)c(C)c1	7%	i	-9%	0%	-20%	10%	?	-1%
45	O=C(/C=C/c1ccccc1)Nc1cccc(S(=O)(=O)Nc2ccccc2F)c1	2%	-3%	4%	-8%	-1%	-30%	-10%	-6%
46	CCCNC(=O)CSc1nc(-c2cccs2)cc(C(F)(F)F)n1	1%	-14%	-7%	-4%	-5%	30%	-2%	4%
47	Cc1csc(SC(C)C(=O)Nc2ccc(Cl)cn2)n1 (centres undefined)	4%	-9%	-3%	-4%	-3%	5%	-8%	2%
48	COC(=O)CSc1nc(C)c2ccc(OC)cc2n1	0%	9%	?	-1%	5%	5%	?	0%
49	CC(C)C(=O)Nc1cccc(C(=O)Nc2nccs2)c1	4%	-6%	0%	-3%	-16%	2%	0%	-5%
50	CC(=O)c1ccc(OC(=O)CCN2c3ccccc3Sc3ccccc32)cc1	-8%	i	2%	1%	-12%	3%	4%	11%

Shown with two lines to a compound: part of the list above
Values in the order – GAA glycogen mod, RECQ1 helicase, GAA spleen mod, TexasRed fluor, TRb-SRC2 inh, RGS12 GoLoco inh, GAA inhib, L3MBTL1 inh
36. Cc1ccc(N=C2NC(=O)/C(=C/c3cccnc3)S2)c(C)c1
 : 5%, ?, -4%, -3%, -13%, 8%, ., -7%
37. O=[N+]([O-])c1ccc2oc(-c3ccccc3)nc2c1
 : 3%, -1%, 7%, -2%, -10%, -2%, -5%, 21%
38. Cc1cn([C@H]2C=C[C@@H](CO)O2)c(=O)[nH]c1=O
 : -1%&5%, -7%&-10%&-3%&-15%&7%, 7%&-5%&-2%&-1%&8%&-6%, 1%, -4%, -1%&-5%&-2%&-3%&15%&2%, -7%&-3%[15.4 µM], 10%&1%
39. O=C(CCN1C(=O)/C(=C/C=C/c2ccccc2)SC1=S)Nc1nccs1
 : 5%, -1%, -3%, 1%, 2%, 46%[activator], -15%, -2%
40. O=C(O)c1ccc2c(c1)C(=O)N(c1cc(C(=O)O)ccc1Br)C2=O
 : 1%, 13%, -5%, -5%, -4%, 4%, -3%, -3%
41. O=[N+]([O-])c1ccc(-c2c(O)c3ccccc3c3nc4ccccc4nc23)cc1
 : 2%, 25µM*, -3%, 4%, -7%, 14%, 0%, .
42. O=C(N/N=C/c1ccccn1)C(=O)N1CCCCCC1
 : -1%, -5%, 3%, -4%, 0%, 6%, ., 13%
43. Cc1c(NC(=O)c2cn3ccccc3n2)cccc1-n1cnnn1
 : 5%, i, 11%, 1%, 6%, -1%, 2%, -1%
44. Cc1ccc(-n2ncc3c(N4CCN(c5ccccc5)CC4)ncnc32)c(C)c1
 : 7%, i, -9%, 0%, -20%, 10%, ?, -1%
45. O=C(/C=C/c1ccccc1)Nc1cccc(S(=O)(=O)Nc2ccccc2F)c1
 : 2%, -3%, 4%, -8%, -1%, -30%, -10%, -6%
46. CCCNC(=O)CSc1nc(-c2cccs2)cc(C(F)(F)F)n1
 : 1%, -14%, -7%, -4%, -5%, 30%, -2%, 4%
47. Cc1csc(SC(C)C(=O)Nc2ccc(Cl)cn2)n1 (centres undefined)
 : 4%, -9%, -3%, -4%, -3%, 5%, -8%, 2%

Screens: PubChem BioAssay, National Center for Advancing Translational Sciences (NCATS)
